Compound activity deposited in PubChem by several laboratories.
CTSL1 counter: counter-screen for PFM18AAP inhibitors: inhibitors of F. hepatica cathepsin L1 | recombinant F. hepatica cathepsin L1, Z-Leu-Arg-MCA fluorescence | inhibition, % at 5.96 µM | hit rate 0.49% among 300,000 | AID 1906;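 active means inhibition above the mean of all tested compounds plus 3 SD, set per screening campaign, cut at about 17% in these data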;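 further: 0% = plate median of test compound wells and 100% = 1 µM Z-Phe-Ala-diazomethylketone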
Efflux pump inh: antifungal efflux pump inhibition, Nile Red retention | inhibition, % at 10 µM | S. cerevisiae Candida pump triplex | hit rate 0.44% among 330,000;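 active means plate passing quality check with inhibition over a set limit, or well fluorescence over plate mean plus 4 SD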;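 further: Nile Red retained in pooled yeast measured as flow cytometry median fluorescence; 0% = buffer negative control and 100% = Enniatin B positive control; higher means more Nile Red kept so more efflux inhibition; some compounds called inactive have numbers as strong as hits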
LYPLA2 counter: counter-screen for PME1 inhibitors: inhibitors of human LYPLA2. hit rate 0.38% among 320,000. inhibition, % at 5.9 µM. O95372. recombinant LYPLA2, FP-Rh probe fluorescence polarization;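 active means inhibition above the screen-wide mean plus 3 SD, limit set per campaign, cut at about 26% in these data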;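 further: 0% = LYPLA2 with DMSO and 100% = wells lacking LYPLA2 enzyme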
Target sequence (O95372 whole entry, looked up): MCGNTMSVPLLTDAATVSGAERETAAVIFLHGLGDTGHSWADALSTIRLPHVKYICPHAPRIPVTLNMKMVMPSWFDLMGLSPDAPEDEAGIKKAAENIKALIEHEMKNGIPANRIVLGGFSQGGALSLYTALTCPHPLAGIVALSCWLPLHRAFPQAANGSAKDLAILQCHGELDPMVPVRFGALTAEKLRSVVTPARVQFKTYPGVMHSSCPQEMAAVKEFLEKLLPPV
PP1 inh: PP1-alpha (human) inhibition in PP5 counter-screen; AID 2235; purified PP1alpha, OMFP fluorescence; hit rate 0.9% among 320,000; inhibition, % at 6.7 µM; P62136;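 active means inhibition above the mean inhibition of all tested compounds plus 3 SD, computed separately for each screening campaign, cut at about 15% in these data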
Target sequence (P62136 whole entry, looked up): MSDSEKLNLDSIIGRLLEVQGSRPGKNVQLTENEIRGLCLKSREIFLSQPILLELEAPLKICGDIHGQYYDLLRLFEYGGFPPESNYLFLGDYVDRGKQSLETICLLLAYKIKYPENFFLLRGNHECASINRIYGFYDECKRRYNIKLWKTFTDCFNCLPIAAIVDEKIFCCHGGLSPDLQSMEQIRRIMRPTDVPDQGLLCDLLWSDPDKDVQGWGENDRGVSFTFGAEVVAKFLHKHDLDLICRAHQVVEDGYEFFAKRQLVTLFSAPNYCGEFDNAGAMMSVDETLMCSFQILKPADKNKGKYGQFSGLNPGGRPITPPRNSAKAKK
core dimer inh: HCV core protein dimerization inhibition; AID 1899; TR-FRET GST/Flag-core106 dimerization, 1536-well; inhibition, % at 5 µM; hit rate 0.33% among 300,000;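 active means inhibition above the mean of all tested compounds plus 3 SD, set per screening campaign, cut at about 45% in these data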
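Material: GST/Flag-tagged HCV core106 proteins. Incubation: 4 h, 22.5 °C incubation. Read-out basis: inhibition (%) from 671 over 617 nm ratio. Measured by: TR-FRET, excitation 340 nm, emission 617 and 671 nm.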
TPT1 inh: inhibitors of Candida albicans tRNA 2'-phosphotransferase TPT1; recombinant caTPT1, FP RNA substrate dephosphorylation; inhibition, % at 5 µM; hit rate 0.81% among 300,000;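 active means inhibition above the mean of all tested compounds plus 3 SD, set per screening campaign, cut at about 24% in these data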;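 further: plate controls were DMSO alone for no effect and ferristatin control at 100 nM for full effect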
PREPL inhibitor: inhibits the human prolyl oligopeptidase-like enzyme; Q4J6C6; recombinant PREPL, fluorescence polarization activity-based probe; inhibition, % at 5.96 µM; hit rate 0.68% among 320,000; AID 2751; in the data active means inhibition above about 43%;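 further: 0% = enzyme with DMSO and 100% = wells lacking enzyme; many of its hits are not listed in these tables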
GASC-1 inh: blocks human GASC-1 demethylase activity | Q9H3R0 | GST-JMJD2C(1-420) H3K9me3 demethylation, DELFIA europium | inhibition, % at 2.35 µM | hit rate 0.069% among 330,000 | AID 2099;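 active means more than half of a compound's replicate wells show inhibition beyond 50%, single wells judged on their own value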;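 further: signal counts dimethyl H3K9 product captured on neutravidin plate; 0% = median of DMSO wells and 100% = 0.3 times that DMSO median; strong numbers were not always called active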
PP5 primary: PP5 (human) phosphatase inhibition; AID 1987; hit rate 0.18% among 320,000; P53041; inhibition, % at 6.7 µM; purified PP5c, OMFP substrate fluorescence;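 active means inhibition above the campaign's mean inhibition across all tested compounds plus 3 SD, cut at about 9.5% in these data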;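 further: 0% = DMSO only and 100% = 100 µM cantharidin control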
Target sequence (P53041 whole entry, looked up): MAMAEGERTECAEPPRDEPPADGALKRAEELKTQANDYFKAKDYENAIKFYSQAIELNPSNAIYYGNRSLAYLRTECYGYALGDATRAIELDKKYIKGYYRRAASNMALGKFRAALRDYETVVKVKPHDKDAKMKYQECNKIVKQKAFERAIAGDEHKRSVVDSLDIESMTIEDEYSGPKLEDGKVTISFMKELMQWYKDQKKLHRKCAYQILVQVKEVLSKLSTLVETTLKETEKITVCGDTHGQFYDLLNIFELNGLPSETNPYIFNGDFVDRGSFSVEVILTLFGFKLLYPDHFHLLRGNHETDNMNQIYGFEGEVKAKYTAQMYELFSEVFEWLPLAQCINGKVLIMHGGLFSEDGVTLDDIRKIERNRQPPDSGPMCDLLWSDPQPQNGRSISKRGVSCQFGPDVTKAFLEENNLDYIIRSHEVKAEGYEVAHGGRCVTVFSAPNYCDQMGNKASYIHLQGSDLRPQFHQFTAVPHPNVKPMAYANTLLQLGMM
* hit, by the source's call; nt = not tested or not shown.

mol,PP1 inh,PP5 primary,GASC-1 inh,CTSL1 counter,TPT1 inh,Efflux pump inh,LYPLA2 counter,PREPL inhibitor,core dimer inh
CC(=O)Nc1ccc(S(=O)(=O)/N=C2\SCCN2S(=O)(=O)c2ccc(NC(C)=O)cc2)cc1,-3,0.7,-49,-8,0,0.2,1,3,-1
COc1ccc(C(C)NC(=O)c2ccccc2Cl)cc1OC (configuration not stated),-8,-1.5,-8,-2,3,-0.1,13,7,-6
CC(=O)NC(C)C(=O)OCC(=O)c1ccc(-c2ccccc2)cc1 (configuration not stated),-3,-2.1,12,-11,1,0.2,-1,-13,9
Oc1cc2c(cc1CN1CCc3ccccc3C1)OCO2,-4,1.7,2,0,-4,0.8,5,4,6
CC1(C)CC(=O)C(CC2CCCCC2=O)C(=O)C1 (configuration not stated),-4,-1.3,1,4,0,0.1,6,-3,-4
Cc1ccc(C(=O)COC(=O)CCc2nc3ccccc3[nH]c2=O)cc1C,2,1.4,-1,-6,1,0.1,1,-9,1
COc1ccccc1-n1c(C)nc2cc(C(=O)NCCN3CCOCC3)ccc21,2,-2.8,7,-4,0,0.1,-2,2,2
O=C(c1ccc(Cn2c(=O)[nH]c3ccsc3c2=O)cc1)N1CCN(c2ccccc2)CC1,-3,2.0,-1,3,-2,0.0,24,-56,7
COc1cccc(CN(C(=O)COc2ccccc2[N+](=O)[O-])C2CCS(=O)(=O)C2)c1 (configuration not stated),-6,-1.6,-5,-2,3,0.2,0,12,5
COc1ccc(-c2cc(=O)oc3cc(OCC(=O)N4C[C@H]5C[C@@H](C4)c4cccc(=O)n4C5)ccc23)cc1,13,-0.2,3,3,-1,-0.3,1,-9,0
Cc1cc(C)c(NN=c2c(=O)c3ccccc3c2=O)c(C)c1,-1,1.9,-5,-5,-1,0.2,-4,6,11
C=CCn1c(=O)c2ccccc2n2c(SCc3csc(-c4ccccc4)n3)nnc12,-1,-0.3,8,-1,0,0.0,-5,5,-2
CC(=O)c1ccccc1NC(=O)c1ccc2c(c1)NC(=O)C(C)S2 (configuration not stated),-1,1.2,10,5,-4,0.1,-7,-9,0
Cc1ccc(N2C(=O)[C@@H]3[C@H](C2=O)C2c4ccccc4C=NN2[C@@H]3C(=O)c2ccc(Cl)cc2)cc1 (some centres not stated),-1,4.9,-3,1,-1,-0.1,-1,17,13
COc1ccc(S(N)(=O)=O)cc1N(C)S(=O)(=O)c1ccccc1,-3,-0.3,13,0,3,0.1,4,3,-2
O=C1C2CCCCC2C(=O)N1Cc1ccccc1 (configuration not stated),0,0.2,8,0,0,0.0,3,-6,-3
CCn1cnc2c1c(=O)n(Cc1ccc(C(=O)OC)cc1)c(=O)n2Cc1ccccc1,-4,4.2,7,-2,1,0.2,2,-14,5
S=c1[nH]c(-c2ccccc2)cn1/N=C/c1cccc2ccccc12,-7,-4.8,-6,-4,4,0.3,-1,23,17
COc1ccc2[nH]c3c(c2c1)CCN1C(=O)N([C@@H](C)C(=O)NCc2ccccc2OC)C(=O)[C@]31C,-7,2.0,11,-4,-5,0.1,-5,10,1
COC(=O)c1cc(S(=O)(=O)NCc2cccs2)c[nH]1,-3,2.3,0,2,-2,-0.1,7,4,-18
O=C(NCCc1ccccc1)c1cc(S(=O)(=O)N2CCCC2)ccc1F,-1,-5.2,-6,-1,2,0.2,-16,11,-4
Cc1cccc(C(=O)N2CCCC(N3CCN(c4cccc(Cl)c4)CC3)C2)n1 (configuration not stated),-4,-2.2,6,3,0,-0.5,-3,16,-1
COc1cccc(-n2ccnc2SCC(=O)N2CCCc3ccccc32)c1,0,4.4,4,-1,0,0.3,6,18,-1
Cc1[nH]c2ccccc2c1C(=O)COC(=O)c1c(-c2ccccc2Cl)noc1C,-4,2.9,-11,0,-1,-15,-22,-5,2
O=C(Nc1ccc(F)cc1F)C1CCCN1S(=O)(=O)c1cccc2nsnc12 (configuration not stated),-2,0.7,7,-1,-5,-0.1,5,0,4
CCCn1cc(S(=O)(=O)c2ccc(C)cc2)c(=O)c2cc(OC)c(OC)cc21,-1,2.2,-1,1,-1,0.0,1,2,10
CCNC(=S)NNC(=S)NCc1ccccc1,-2,-1.5,7,-3,2,2.6,-7,0,2
O=C(O)/C=C/C(=O)Nc1ccc(SC(F)(F)C(F)(F)C(F)(F)F)cc1,0,1.5,3,11,-4,0.0,-5,-1,3
O=C(c1ccco1)N(Cc1ccco1)c1ccc(O)cc1,-2,-0.7,-16,-2,0,0.2,-1,-2,0
COc1cc(/C=C2\SC(=O)N(CC(=O)Nc3ccc(C)cc3)C2=O)cc(Cl)c1OCC(=O)O,43*,-0.2,-8,2,6,0.0,19,-6,13
CCN(c1ccccc1)S(=O)(=O)c1cc(NC(=O)Nc2ccccc2C#N)ccc1Cl,2,1.4,13,6,-4,-0.2,-5,-17,-6
O=C(Cc1cccs1)Nc1ccc(-c2nnc(-c3ccccc3)o2)cc1,-1,0.0,30,-1,1,0.0,12,-4,9
COc1ccc(COC(=O)c2ccc(Cl)c(S(=O)(=O)N3CCOCC3)c2)cc1F,-1,1.1,-5,1,3,-0.1,1,14,-3
CCOC(=O)c1ccc(NC(=O)COc2ccccc2OC)cc1,-5,-1.4,-3,-2,2,-0.1,-3,-4,0
Oc1ccc(-c2nc3ccccn3c2NCc2ccco2)cc1,1,2.7,-4,10,2,0.0,1,7,-4
CC1(c2nnc(Cc3ccccc3)o2)CC(c2ccncc2)=NO1 (configuration not stated),-3,0.2,1,-1,1,nt,-1,4,3
O=C(OCC(=O)N1CCOCC1)c1ccccc1Cc1ccccc1,-2,1.7,5,-4,-1,0.1,3,6,-10
CCn1nc(NS(=O)(=O)c2ccc([N+](=O)[O-])cc2)c2cc3ccc(C)cc3nc21,-4,2.6,3,-1,1,0.1,2,11,3
O=C(NC1CC1)C1=C[C@H](C2CCCCC2)C[C@H](OCc2ccc(CO)cc2)O1,0,-0.4,-4,7,-1,nt,-4,4,-7
COc1ccc(-c2nnc(SCC(=O)N3CCOCC3)o2)cc1OC,-6,2.2,25,-1,5,0.3,-1,15,-2
Cc1ccnc(NC(=O)c2cc(-c3ccc(Cl)s3)nc3ccccc23)c1,-4,1.9,1,-5,1,0.0,-3,5,-6
COc1cc(C2OC(=O)C3C(c4ccc(OC(C)=O)c(OC)c4)OC(=O)C23)ccc1OC(C)=O (configuration not stated),-3,-0.6,-5,3,0,0.0,6,10,5
COc1ccc(N2CCN(C(=O)C3CCCN3S(=O)(=O)c3cccc4nsnc34)CC2)cc1 (configuration not stated),-3,0.6,34,2,1,0.1,7,12,-4
O=C(NCC1(N2CCCCC2)CCCCC1)C1CC(=O)N(c2ccc3c(c2)OCCO3)C1 (configuration not stated),-6,1.8,6,-2,3,0.1,-4,15,5
CC(=O)NC(c1cc(Cl)c2cccnc2c1O)C1CC1 (configuration not stated),1,-0.2,3,nt,nt,-0.1,5,11,nt

Given as labelled records: part of the list above
Cc1ccnc(NC(=O)c2cc(-c3ccc(Cl)s3)nc3ccccc23)c1
  PP1 inh = -4
  PP5 primary = 1.9
  GASC-1 inh = 1
  CTSL1 counter = -5
  TPT1 inh = 1
  Efflux pump inh = 0.0
  LYPLA2 counter = -3
  PREPL inhibitor = 5
  core dimer inh = -6

O=C(Cc1cccs1)Nc1ccc(-c2nnc(-c3ccccc3)o2)cc1
  PP1 inh = -1
  PP5 primary = 0.0
  GASC-1 inh = 30
  CTSL1 counter = -1
  TPT1 inh = 1
  Efflux pump inh = 0.0
  LYPLA2 counter = 12
  PREPL inhibitor = -4
  core dimer inh = 9

The list continues:
mol,PP1 inh,PP5 primary,GASC-1 inh,CTSL1 counter,TPT1 inh,Efflux pump inh,LYPLA2 counter,PREPL inhibitor,core dimer inh
CC1CCN(c2ccc(C(=O)O)cc2NS(=O)(=O)c2ccc(Br)cc2)CC1,2,2.5,-26,1,-2,0.1,1,1,17
c1ccc(-c2csc3ncn4nnnc4c23)cc1,0,2.1,3,-1,3,-0.1,2,-6,5
O=C(C1CCC1)N1CCc2cc(S(=O)(=O)N3CCCCC3)ccc21,-1,0.8,-1,2,-4,0.1,0,3,0
O=C(NC(=S)NCCO)c1cn(-c2ccccc2)nc1-c1ccccc1,1,2.4,-1,6,4,0.1,3,-6,0
COC(=O)c1cc(NC(=O)c2ccc(F)cc2)cc(C(=O)OC)c1,-1,1.0,9,4,0,-0.1,3,8,-2
COCCNC(=O)c1cccc(OC2CCN(Cc3ccc(OC(F)F)cc3)CC2)c1,2,1.0,-1,4,-3,-0.1,0,-6,8
Cc1cc(C)c(NC(=O)c2ccc(S(=O)(=O)N3CCOCC3)cc2)c(C)c1,0,2.1,9,2,3,0.7,11,-6,-9
CC1CC(C)CN(C(=O)CNS(=O)(=O)c2ccc(Br)s2)C1 (configuration not stated),-2,2.7,-7,-3,-1,0.0,1,-2,5
Cc1cccc(OCC(=O)Nc2cc(C)c(C)cc2O)c1,-1,4.0,2,2,0,0.1,-4,12,5
CN(C)CCOC1c2ccccc2-c2ccccc21,-2,-0.1,-5,1,0,-0.1,4,-1,2
CC(=O)c1cccc(Oc2cc(NN3CCCCC3)c([N+](=O)[O-])cc2[N+](=O)[O-])c1,4,3.0,2,4,-5,-0.1,0,14,-5
COc1cc2oc3ccccc3c(=O)c2cc1OC,0,2.6,-1,7,1,0.1,7,2,-2
COC(=O)c1ccc(OCC(=O)Nc2nn(-c3ccccc3)nc2C(N)=O)cc1,-6,2.4,15,6,-3,0.0,-5,2,7
O=C(O)c1cccc(NC2=C(N3CCOCC3)C(=O)c3ccccc3C2=O)c1,3,4.8,13,50*,-5,0.4,1,-4,-5
Cc1ccc(S(=O)(=O)N(C)C)cc1NC(=O)COC(=O)c1ccc2c(c1)OCO2,-1,0.7,1,-5,3,0.1,3,-12,-5
COc1cccc(NC(=O)CSc2nnc(-c3ccoc3C)n2C)c1,-4,0.6,1,-2,-2,0.3,-1,7,4
CCOc1ccccc1C(=O)N/N=C/c1cccc2cccnc12,-1,1.7,-6,2,-3,0.0,0,8,-3
O=C(NN=C1CCCC1)c1ccc(Br)cc1,-2,-0.9,1,-1,3,-0.3,0,-4,5
COc1ccc(OC)c(/C(O)=C/C(=O)C(=O)Nc2cc(C)ccc2OC)c1,2,1.6,5,2,1,0.0,1,6,-1
Cc1c(NC(=O)CSc2ncnc3ccccc23)c(=O)n(-c2ccccc2)n1C,-3,-1.2,13,0,-1,1.0*,-9,10,0
Cc1ccc(S(=O)(=O)N(Cc2cc3ccc(C)cc3[nH]c2=O)c2ccccc2)cc1,3,-0.1,-10,-1,-4,0.0,-2,5,3
CC(=O)c1ccc(N2Cc3ccccc3C2=NC(=O)c2cccs2)cc1,-1,3.0,3,3,-5,0.1,11,-3,-7
CCOc1ccc(NC(=O)NC2CCS(=O)(=O)C2)cc1 (configuration not stated),-3,-0.6,-9,-1,0,-0.4,-4,-3,-10
O=C(Nc1ccccc1)C(Cc1ccccc1)NC(=O)C12CC3CC(CC(C3)C1)C2 (configuration not stated),1,-2.4,6,-3,-2,0.0,3,-2,-1
O=C(NCCc1ccc(Cl)cc1)C1CCCN(S(=O)(=O)c2cnc[nH]2)C1 (configuration not stated),-7,3.5,95,0,1,0.2,1,12,0
CC(=O)NC(Cc1cccc(C)c1)C(=O)NC1CCN(c2ncccc2[N+](=O)[O-])CC1 (configuration not stated),-2,2.6,6,-4,0,0.1,-5,-4,0

Not all compounds are listed, so the mix of outcomes need not match the whole.
